Screens (PubChem BioAssay)
RPL19A-GFP yeast – alters RPL19A-GFP fluorescence in TOR pathway yeast screen. hit rate 0.3% among 330,000. S. cerevisiae RPL19A-GFP strain, flow cytometry, 3 h; hits give low values. percent response vs DMSO, % at 10 µM;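 active = percent response vs DMSO below 50%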;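 note: median channel GFP fluorescence of the barcoded RPL19A-GFP strain; ratio of sample median GFP to plate DMSO average so 100% = DMSO; lower means less RPL19A-GFP as with rapamycin TOR inhibition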
AHR activator – activators of human aryl hydrocarbon receptor; activation, % at 5 µM; P35869; AHR-responsive luciferase reporter cells, luminescence; hit rate 2.5% among 320,000; in the data active = activation above about 47%;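 note: 0% = vehicle wells and 100% = reference agonist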
Target sequence (P35869 whole entry, looked up): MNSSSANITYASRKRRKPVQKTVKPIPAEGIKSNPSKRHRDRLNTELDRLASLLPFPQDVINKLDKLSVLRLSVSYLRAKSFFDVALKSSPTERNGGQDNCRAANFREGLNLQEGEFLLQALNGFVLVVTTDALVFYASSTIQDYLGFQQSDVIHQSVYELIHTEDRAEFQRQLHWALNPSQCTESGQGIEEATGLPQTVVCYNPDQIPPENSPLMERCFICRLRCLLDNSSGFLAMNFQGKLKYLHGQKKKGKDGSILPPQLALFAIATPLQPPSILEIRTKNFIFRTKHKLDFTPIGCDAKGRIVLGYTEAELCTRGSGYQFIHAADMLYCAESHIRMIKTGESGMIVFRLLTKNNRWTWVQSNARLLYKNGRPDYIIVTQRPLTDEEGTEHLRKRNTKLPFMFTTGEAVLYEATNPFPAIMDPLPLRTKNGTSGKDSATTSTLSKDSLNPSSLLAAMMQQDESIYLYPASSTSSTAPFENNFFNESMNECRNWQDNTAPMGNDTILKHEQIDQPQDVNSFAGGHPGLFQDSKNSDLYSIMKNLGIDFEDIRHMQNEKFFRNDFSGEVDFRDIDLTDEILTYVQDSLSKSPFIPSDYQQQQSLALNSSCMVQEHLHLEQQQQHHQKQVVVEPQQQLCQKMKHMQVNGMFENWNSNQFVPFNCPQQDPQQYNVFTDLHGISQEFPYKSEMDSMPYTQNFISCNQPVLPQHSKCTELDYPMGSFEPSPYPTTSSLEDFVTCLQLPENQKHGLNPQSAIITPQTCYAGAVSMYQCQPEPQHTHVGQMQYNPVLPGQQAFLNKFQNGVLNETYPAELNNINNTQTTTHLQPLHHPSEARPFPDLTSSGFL
EBNA-1 inh – blocks EBNA-1 binding to DNA | EBNA-1 DNA binding, fluorescence polarization | inhibition, % at 14.8 µM | hit rate 0.34% among 300,000 | AID 1950; in the data active = inhibition above about 28%
ZTA DNA inh – counter-screen for EBNA-1 inhibitors: inhibitors of Epstein-Barr virus ZTA | P03206 | ZTA-DNA binding, fluorescence polarization | inhibition, % at 11 µM | hit rate 0.15% among 320,000 | AID 2234; in the data active = inhibition above about 33%
MEP2 TOR yeast – alters MEP2-GFP fluorescence in TOR pathway yeast screen | S. cerevisiae MEP2-GFP strain, flow cytometry GFP, 3 h; 100% = DMSO control level | GFP response vs DMSO, % at 10 µM | hit rate 0.51% among 330,000 | AID 2016;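 active = GFP response versus DMSO above a set limit, roughly screen mean plus 3 SD, cut at about 180% in these data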;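 note: median GFP fluorescence of the barcode-gated MEP2-GFP cells per well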
procasp3 activ – activates human procaspase-3. P42574. AID 463141. activation, % at 8.5 µM. hit rate 0.11% among 330,000. recombinant procaspase-3 D3A, Ac-DEVD-pNA absorbance 405 nm;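 active = activation above the mean of all tested compounds plus 3 SD, cut at about 21% in these data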;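 note: 0% = DMSO alone and 100% = DMSO wells spiked with extra 5 µM PC-3 D3A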
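Evaluation: percent activation relative to control range; Material: Procaspase-3 D3A mutant, all three cleavage aspartates alanine; Compound: single dose, 8.5 µM nominal compound, 0.8% DMSO; Replication: one well per compound; Signal: absorbance at 405 nm, 0 and 120 min; Schedule: 1 h preincubation plus 2 h reaction at 25 °C.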
LAP4-GFP MLPCN – alters LAP4-GFP fluorescence in TOR pathway yeast screen; hit rate 0.34% among 320,000; GFP response vs DMSO, % at 10 µM; S. cerevisiae LAP4-GFP multiplex, flow cytometry GFP, 3 h; median GFP as percent of DMSO wells;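 active = GFP response vs DMSO above a set limit, about the screen mean plus 3 SD, cut at about 150% in these data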
proCasp7 act – counter-screen: procaspase-7 (human) activation; recombinant procaspase-7, Ac-DEVD-pNA absorbance 405 nm; D23A/D198A/D206A triple mutant, cannot self-cleave; scale: DMSO 0, 5 µM enzyme 100; hit rate 0.093% among 330,000; P55210; AID 463210; activation, % at 8.5 µM;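 active = percent activation above the screen-wide mean plus 3 SD, cut at about 25% in these data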
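System: Uncleavable procaspase-7 mutant enzyme; Amount: 2 µM procaspase-7 mutant as dispensed; Schedule: 1 h compound preincubation, 2 h substrate cleavage, 25 °C; Measured by: 405 nm absorbance of p-nitroaniline; Evaluation: percent activation from buffer-corrected 0–120 min absorbance change; Control set: low DMSO alone, high DMSO plus 5 µM PC-7.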
Active calls of the source: *; . = not tested or not shown.

SMILES	RPL19A-GFP yeast	AHR activator	EBNA-1 inh	ZTA DNA inh	MEP2 TOR yeast	procasp3 activ	LAP4-GFP MLPCN	proCasp7 act
CCc1nc(SCc2ccc(OC)cc2)n[nH]1	102	21	-5	-10	105	13	101	3
O=C(CN1C(=O)c2ccccc2C1=O)Nc1cccc(S(=O)(=O)Nc2ccccc2Cl)c1	91	2	-2	19	91	-2	88	6
Cc1cccc(C)c1NC(=O)CCCSc1nnc(-c2ccco2)n1-c1ccccc1	99	-1	5	7	95	-4	101	-11
CC(C)Cn1c2nc3ccccc3nc2c2c(=O)n(CCN3CCOCC3)cnc21	.	-2	2	8	89	4	96	6
Cc1cc(O)cc(=O)n1Cc1ccccc1	99	-2	6	15	102	-5	109	-4
Cn1ncc(N=Cc2ccccc2O)c1C(=O)Nc1ccccc1	94	10	5	2	100	-1	92	-6
CC1(C)NC(=O)N(CC(O)CN(c2cccc([N+](=O)[O-])c2)S(=O)(=O)c2ccccc2)C1=O (stereo not given)	107	-1	-9	0	103	12	94	0
Cc1ccc(C2C(N)C(=O)N2c2ccc(C)cc2)cc1 (stereo not given)	101	2	3	-4	105	5	96	-4
O=C(CNS(=O)(=O)c1cccc(Br)c1)NCCCc1ccccc1	105	2	-10	-9	109	2	102	-8
CCN(CC)c1ccc(S(=O)(=O)N2CCOCC2)cc1NC(=O)Cn1nc(C)c([N+](=O)[O-])c1C	94	-1	.	3	100	2	101	6
COc1ccccc1CCNC(=O)C(=O)Nc1cc2c3c(c1)C(C)C(=O)N3CCC2 (stereo not given)	104	7	-1	3	108	6	102	11
O=C(OCCOc1cccc(Cl)c1)c1ccc2ncsc2c1	100	0	7	9	98	4	105	11
CCC(=O)N1CCc2cc(S(=O)(=O)CCC(=O)NCCc3ccc(OC)c(OC)c3)ccc21	101	-1	3	2	102	4	103	3
CCOC(=O)c1[nH]c2ccccc2c1NC(=O)NC(C)C	104	17	2	2	109	7	116	12
COc1cc(S(=O)(=O)N(Cc2ccccc2)Cc2ccccn2)ccc1-n1cnnn1	99	3	-2	-11	105	7	103	-6
Cc1ccc(NC2(C(F)(F)F)N=C(c3ccccc3)NC2=O)nc1 (stereo not given)	102	2	-8	2	108	-2	101	9
CCN(CC)S(=O)(=O)c1ccc(NC(=O)COc2cccc(-n3cnnn3)c2)cc1	102	0	.	.	93	-2	93	7
CC(C)c1ccc(-n2nnnc2SCC(=O)NC2CC2)cc1	98	2	.	1	98	7	103	-2
COc1ccc(-c2nc3c(-c4ccccc4)cnn3cc2C)cc1F	97	-3	2	-14	109	7	95	12
Cc1c(NC(=O)C2CC=CCC2C(=O)O)c(=O)n(-c2ccccc2)n1C (stereo not given)	95	0	12	3	105	6	104	-1
Cc1ccc(NC(=O)c2oc3ccccc3c2C)nc1	104	139*	-10	-2	96	-1	85	1
O=Cc1cccn1-c1ncc(Br)cn1	102	-2	-2	0	106	-15	102	4
CCOc1ccc(C(=O)C[n+]2ccc(C(=O)NCc3ccccc3)cc2)cc1	94	0	7	8	88	33*	93	7
Cn1c(CO)cnc1SCc1c(Cl)cccc1Cl	101	-3	4	-6	104	0	107	2
O=C(N/C(=C/c1cccc([N+](=O)[O-])c1)C(=O)N1CCOCC1)c1ccc(Br)cc1	99	14	-6	6	98	-1	68	-3

The last three records of the section above open the next one.
SMILES	RPL19A-GFP yeast	AHR activator	EBNA-1 inh	ZTA DNA inh	MEP2 TOR yeast	procasp3 activ	LAP4-GFP MLPCN	proCasp7 act
CCOc1ccc(C(=O)C[n+]2ccc(C(=O)NCc3ccccc3)cc2)cc1	94	0	7	8	88	33*	93	7
Cn1c(CO)cnc1SCc1c(Cl)cccc1Cl	101	-3	4	-6	104	0	107	2
O=C(N/C(=C/c1cccc([N+](=O)[O-])c1)C(=O)N1CCOCC1)c1ccc(Br)cc1	99	14	-6	6	98	-1	68	-3
Cc1ccc2[nH]c(=O)c(CN(CC3CCCO3)C(=S)NCc3ccco3)cc2c1 (stereo not given)	103	11	3	12	96	-17	96	-17
COc1ccc(/C(C)=N/N2C(C)CCCC2C)c(OC)c1 (stereo not given)	108	5	-10	-15	108	-7	91	7
Cc1ccc(-c2cc(C(=O)N3CCN(c4ccccc4O)CC3)c3ccccc3n2)o1	95	6	7	4	95	-1	93	3
O=c1nc(N/N=C/C=C/c2ccccc2)cn[nH]1	102	11	12	11	91	1	107	3
CC(=O)NC1=NN(C(C)=O)C(C)(c2ccc(C)cc2)S1 (stereo not given)	102	-1	4	9	104	5	99	7
Cn1ncc(Cl)c1C(=O)N/N=C/c1ccccn1	100	1	16	2	100	18	99	11
COc1ccc(N(CC(=O)N2CCCCCC2)S(=O)(=O)c2ccccc2[N+](=O)[O-])c(OC)c1	97	3	1	-2	103	2	99	4
NC(=O)c1cc(C(N)=O)nc(Cl)n1	101	2	8	-1	96	3	94	9
C=CCN1C=C2C(=O)C(C)(OC(=O)c3cnc4ccccc4n3)C(=O)C=C2C=C1/C=C/COC (stereo not given)	102	0	11	5	108	-8	102	-7
O=C(N/N=C/c1cc([N+](=O)[O-])ccc1N1CCCCCC1)c1ccccn1	101	3	-1	1	98	-14	93	-14
Cc1ccc(N=N/C(=C\O)C(=O)c2ccncc2)cc1	90	9	-4	21	87	-4	119	-4
C[C@H]1C=C(C(=O)NCc2nc3ccccc3[nH]2)O[C@@H](OCc2ccc(CO)cc2)C1	99	9	-14	-21	101	-5	96	-15
O=C(NCCN1CCOCC1)c1ccc(Cl)c(S(=O)(=O)N2CCCC2)c1	105	10	3	-6	106	-4	100	-3
CCO[C@@H]1OC(C(=O)N2CCN(Cc3ccccc3)CC2)=C[C@H](c2csc3ccccc23)[C@H]1CCCO	95	0	-3	6	86	0	104	-1
CC1CC(C)CN(S(=O)(=O)c2cccc3nsnc23)C1 (stereo not given)	99	-2	8	-1	99	4	87	6
N#C/C(=C(/O)c1ccc(Cl)c([N+](=O)[O-])c1)c1nc2ccccc2[nH]1	101	32	-3	-14	99	1	101	1
O=C(c1cc(-c2cccs2)on1)N1CCCCC1	106	3	2	-8	102	1	100	0
COC(=O)c1ccc(COc2ccccc2/C=C(\C#N)C(=O)NC(C)C)cc1	94	-1	9	-2	96	-5	89	-4
Cn1c(SCC(=O)Nc2sc3c(c2C#N)CCC3)nnc1C1COc2ccccc2O1 (stereo not given)	96	3	-2	1	102	-5	100	2
COc1ccc(C(CNC(=O)COc2c(C)cc(C)cc2C)N2CCOCC2)cc1 (stereo not given)	90	2	.	-13	93	-3	85	2
O=C(CSc1nccc(=O)[nH]1)NN(c1ccccc1)c1ccccc1	96	-2	-8	3	101	6	99	-1
O=[N+]([O-])/C(C(=C(Cl)Cl)N1CCOCC1)=C1\NCCO1	103	1	3	9	99	-7	101	2
COc1ccc(OC)c(NC(=O)CN2C(=O)C3(OCCCO3)c3ccccc32)c1	107	2	6	-3	104	5	104	-2
COc1ccc(S(=O)(=O)NCc2ccncc2)cc1OC	96	-1	8	-7	103	-2	101	12
Cc1cc(C(=O)Cn2nnc3ccccc3c2=O)c(C)n1-c1ccccc1F	98	-5	7	-9	130	7	103	14

Some of the entries above, reformatted.
| structure | RPL19A-GFP yeast | AHR activator | EBNA-1 inh | ZTA DNA inh | MEP2 TOR yeast | procasp3 activ | LAP4-GFP MLPCN | proCasp7 act |
| --- | --- | --- | --- | --- | --- | --- | --- | --- |
| O=C(CSc1nccc(=O)[nH]1)NN(c1ccccc1)c1ccccc1 | 96 | -2 | -8 | 3 | 101 | 6 | 99 | -1 |
| N#C/C(=C(/O)c1ccc(Cl)c([N+](=O)[O-])c1)c1nc2ccccc2[nH]1 | 101 | 32 | -3 | -14 | 99 | 1 | 101 | 1 |
| COc1ccc(C(CNC(=O)COc2c(C)cc(C)cc2C)N2CCOCC2)cc1 (stereo not given) | 90 | 2 | . | -13 | 93 | -3 | 85 | 2 |
| COC(=O)c1ccc(COc2ccccc2/C=C(\C#N)C(=O)NC(C)C)cc1 | 94 | -1 | 9 | -2 | 96 | -5 | 89 | -4 |

Next part.
SMILES	RPL19A-GFP yeast	AHR activator	EBNA-1 inh	ZTA DNA inh	MEP2 TOR yeast	procasp3 activ	LAP4-GFP MLPCN	proCasp7 act
Cc1cccc(-n2cc(-c3ccccc3)[nH]c2=S)c1	95	34	5	-4	92	-14	116	-14
Cc1ccc(C(=O)C2CCN(CC(=O)Nc3ccc4c(c3)OCCO4)CC2)cc1	103	-1	-4	-1	108	2	108	-2
C=CCNC(=O)C1CC(=O)N(c2ccc(OCC(=O)NCc3ccccc3)cc2)C1 (stereo not given)	101	-1	-10	1	102	3	101	9
CN(CC(=O)Nc1ccc(S(=O)(=O)N2CCCC2)cc1)Cc1ccc(Cl)cc1	106	45	5	4	106	2	91	-7
COc1ccc(C(=O)SC2=NCCS2)cc1	94	0	3	1	101	6	108	-3
Cn1c(=O)cc(SCC(=O)N2CCN(c3ccccn3)CC2)c2ccccc21	98	64*	-4	0	94	0	95	4
Cc1ccc(Cl)cc1NC(=O)CSc1nncn1-c1ccccn1	105	1	-6	-11	117	6	100	8
CSc1ncccc1C(=O)Nc1ccc(F)c(F)c1F	96	-2	-1	0	100	1	96	6
CCOC(=O)C(C)/C(C)=N/NC(N)=S (stereo not given)	105	2	9	-2	106	-6	102	-10
CCOC(=O)CCCNC(=O)CCNC(=O)c1ccc(OC(C)C)cc1	100	-1	-3	-8	102	6	108	1
CCCCNC(=O)C1CCCN(S(=O)(=O)c2c(C)noc2/C=C/c2cccs2)C1 (stereo not given)	104	-1	12	-2	105	3	113	2
CN(Cc1nccs1)C(=O)c1ccc(OC2CCN(CCc3ccccc3)CC2)cc1	98	0	6	6	101	6	102	-2
Cc1csc(NC(=O)c2sc3nc(-c4cccs4)ccc3c2N)n1	89	24	-7	8	93	-27	127	-28
